Screening data as filed in PubChem BioAssay.
hERG rescue: hERG rescue from dofetilide block, primary screen, cell-based, CHO-hERG, FluxOR thallium flux, dofetilide IC70 | dofetilide IC70 present | Voltage-gated inwardly rectifying potassium channel KCNH2 (Homo sapiens), Q12809 | activation (rescue from dofetilide block), less the hit threshold, % at 10 µM | 310,000 tested, 0.51% active;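 active = activation above the mean of controls blocked by dofetilide plus 5 SD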;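 note: thallium influx through hERG after potassium depolarization seen as dye fluorescence rise; in these data hits start at about 4.7%; inactives centre near -7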
PolyA inh: polyadenylation inhibitors in yeast reporter cells, primary screen, luminescence, S. cerevisiae; 300,000 tested, 0.02% active; S. cerevisiae SKY197-pL101 polyadenylation reporter, beta-gal luminescence; efflux-impaired pdr1/pdr3 knockout yeast; score 100 = 6 SD above DMSO; calls only at 12 µM;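 active = lowest replicate activity score at least 50, where 100 means six control SD above control mean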;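 note: yeast exposed to compound for 9 h at 30 °C; higher score means more reporter readthrough which indicates perturbed polyadenylation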
GSK3 alpha inh: blockers of GSK3A enzyme activity – biochemical, luminescence, cell-free homogeneous, HTS, primary screen; GSK-3 alpha kinase, ADP-Glo luminescence, 60 min; AID 2650, 2010; 320,000 tested, 0.1% active; Glycogen synthase kinase-3 alpha (Homo sapiens), P49840; inhibition, % at 10 µM;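 in the data active = inhibition above about 50%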;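 note: GST-tagged GSK-3 alpha with peptide substrate and 25 µM ATP; 0% = DMSO neutral wells and 100% = GW8510 positive control wells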
Target sequence (P49840 whole entry, looked up): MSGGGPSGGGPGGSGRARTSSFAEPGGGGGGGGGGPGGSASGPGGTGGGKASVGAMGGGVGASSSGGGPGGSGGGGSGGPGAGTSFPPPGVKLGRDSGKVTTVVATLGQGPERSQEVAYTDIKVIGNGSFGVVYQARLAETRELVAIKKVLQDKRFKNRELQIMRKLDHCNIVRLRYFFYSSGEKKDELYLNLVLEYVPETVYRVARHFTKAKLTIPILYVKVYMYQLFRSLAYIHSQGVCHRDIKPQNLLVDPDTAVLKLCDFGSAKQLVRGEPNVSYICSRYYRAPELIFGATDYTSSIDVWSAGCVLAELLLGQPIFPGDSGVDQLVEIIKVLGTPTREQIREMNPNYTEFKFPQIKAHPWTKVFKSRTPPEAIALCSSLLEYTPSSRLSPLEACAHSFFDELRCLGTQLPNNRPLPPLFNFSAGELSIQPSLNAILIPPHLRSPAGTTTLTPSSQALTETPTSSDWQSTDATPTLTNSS
HDAC3 inhib: HDAC3 deacetylase inhibitors, primary screen, biochemical, fluorescence, cell-free homogeneous | Histone deacetylase 3 (Homo sapiens), O15379 | recombinant HDAC3, fluorogenic peptide/trypsin coupled | inhibition, % at 8.3 µM | 320,000 tested, 0.15% active; in the data active = inhibition above about 26%, passing the limit was not always enough
GSK3beta inhib: human GSK3beta kinase inhibitors, primary screen, biochemical, cell-free homogeneous, HTS. Glycogen synthase kinase-3 beta (Homo sapiens), P49841. GST-GSK3beta kinase, ADP-Glo luminescence, 60 min; stronger effect = lower value. activity score (negative = inhibition), % at 10 µM. 300,000 tested, 0.038% active;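 active = more than half of replicate wells score below -50%, meaning over 50% inhibition versus plate controls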;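 note: 0% = median DMSO wells and -100% = median GW8510 positive control wells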
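Test system: GST-tagged human GSK3beta kinase, cell-free; evaluation: activity score scaled between in-plate DMSO and GW8510 controls; measured by: ADP-Glo luminescence; incubation: 60 min reaction, RT; benchmarks: DMSO and 20 µM GW8510; reagent: peptide substrate plus 25 µM ATP (final); medium: Tris/MgCl2 kinase buffer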
RGS4 act: RGS4 potentiators or activators, primary screen, cell-based, HEK293 M3R inducible RGS4, calcium flux. carbachol calcium flux Fluo4; stronger effect = lower value. B-score at 10 µM. 310,000 tested, 0.92% active. AID 463111, 2010;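 active = B-score of the integrated calcium signal more than 4 SD below the library mean, with starting fluorescence not abnormally high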;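 note: negative B-score means reduced calcium response which marks RGS4 activation or potentiation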
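Material: M3R-expressing HEK293 line, RGS4 induced by doxycycline | Schedule: Overnight RGS4 induction, 30 min dye load 37 °C, 20 min compound RT | Measured by: Fluo4 fluorescence kinetic imaging of calcium | Read-out: Integrated calcium ratio converted to B score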
KCNK9 inh: KCNK9 potassium channel inhibitors, primary screen, HEK293 cells, thallium flux. FluxOR thallium flux fluorescence; stronger effect = lower value. B-score at 10 µM. 310,000 tested, 1.2% active;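 active = ratio B-score over 3 SD below the library mean, with starting fluorescence within 5 SD of its mean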;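 note: negative B-score means less thallium flux so channel inhibition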
Target sequence (Q9NPC2 whole entry, looked up): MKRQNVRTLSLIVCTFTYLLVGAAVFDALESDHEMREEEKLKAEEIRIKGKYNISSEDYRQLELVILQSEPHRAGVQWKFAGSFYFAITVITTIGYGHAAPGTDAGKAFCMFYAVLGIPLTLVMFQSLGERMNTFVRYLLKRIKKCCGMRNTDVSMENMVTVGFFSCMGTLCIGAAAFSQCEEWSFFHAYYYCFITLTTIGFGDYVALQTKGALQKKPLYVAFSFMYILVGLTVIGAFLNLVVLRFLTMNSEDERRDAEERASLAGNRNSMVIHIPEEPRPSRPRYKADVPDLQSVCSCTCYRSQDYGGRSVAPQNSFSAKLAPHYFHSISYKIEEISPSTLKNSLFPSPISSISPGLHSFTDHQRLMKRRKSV
KCNK3 inh: human KCNK3 channel inhibitors, primary screen, CHO cells, FluxOR thallium flux, B-score. Potassium channel subfamily K member 3 (Homo sapiens), O14649. FluxOR fluorescence; stronger effect = lower value. B-score at 10 µM. 340,000 tested, 0.84% active. AID 602410, 2012;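 active = B-score under library mean minus 4 SD, starting fluorescence ratio at most library mean plus 5 SD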;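 note: more negative B-score means stronger inhibition of thallium flux through KCNK3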
KCNQ1 act: potentiators or activators of KCNQ1 channel, primary screen, cell-based, thallium flux, high-throughput; Potassium voltage-gated channel subfamily KQT member 1 (Homo sapiens), P51787; CHO-K1 KCNQ1, thallium flux FluxOR fluorescence; stronger effect = higher value; B-score at 10 µM; 310,000 tested, 0.35% active; AID 2648, 2010;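 active = fluorescence ratio B-score, a plate-corrected score, at least three library SD, with initial intensity B-score within 5 SD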
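assay system = KCNQ1-transfected CHO-K1 cells | medium = assay buffer with matched DMSO | probe or stimulus = depolarizing K+/Tl+ stimulus, K2SO4 and Tl2SO4 each 12.5 mM in 5x stock | dosing = single dose | incubation = dye 90 min, compound 20 min, room temperature | detection = kinetic FluxOR fluorescence, 10 s baseline plus 110 s post-stimulus | evaluation = ratio B score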
DYRK1A inh: rat Dyrk1A kinase inhibitors, primary screen, biochemical, single point, plate reader | inhibition, % at 12.5 µM | 310,000 tested, 0.43% active | ADP-Glo luminescence, NFATc1 peptide | AID 504441, 2011 | Dual specificity tyrosine-phosphorylation-regulated kinase 1A (Rattus norvegicus), Q63470; in the data active = inhibition above about 50%;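 note: plate controls were vehicle with enzyme for no effect and no enzyme for full effect; many of its hits are not listed in these tables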
KCNQ1 inh: inhibitors of human KCNQ1 channel, primary screen, cell-based, thallium flux, high-throughput. 310,000 tested, 1.3% active. AID 2642, 2010. CHO-K1 KCNQ1, FluxOR thallium flux fluorescence; stronger effect = higher value. B-score at 10 µM;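 active = compounds whose thallium flux B-score, printed positive for inhibition, exceeds three library SD while starting fluorescence stays within three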;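 note: channel opened by potassium depolarization with thallium stimulus after 20 min compound exposure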
Active calls of the source: *.

How did O=C1c2cccc(OCC(=O)N3CCCc4ccccc43)c2CCN1Cc1ccccc1 do in these assays?
hERG rescue: -16; PolyA inh: inactive; GSK3 alpha inh: -3; HDAC3 inhib: -1; GSK3beta inhib: 5; RGS4 act: inactive; KCNK9 inh: inactive; KCNK3 inh: inactive; KCNQ1 act: inactive; DYRK1A inh: -1; KCNQ1 inh: inactive

How did O=C(Nc1cccc(Cl)c1)c1cnccn1 do in these assays?
hERG rescue: 0; GSK3 alpha inh: 0; HDAC3 inhib: 10; GSK3beta inhib: -1; RGS4 act: inactive; KCNK9 inh: inactive; KCNK3 inh: inactive; KCNQ1 act: inactive; DYRK1A inh: 8; KCNQ1 inh: inactive

Results for O=C(COC(=O)CCSc1ccccc1Cl)NCc1ccco1 ?
hERG rescue: -15; PolyA inh: inactive; GSK3 alpha inh: -2; HDAC3 inhib: -2; GSK3beta inhib: 3; RGS4 act: inactive; KCNK9 inh: inactive; KCNK3 inh: inactive; KCNQ1 act: inactive; DYRK1A inh: 1; KCNQ1 inh: inactive

Results for O=c1c2cc3ccccc3n2cnn1Cc1ccccc1F ?
hERG rescue: -5; PolyA inh: inactive; GSK3 alpha inh: 2; HDAC3 inhib: 4; GSK3beta inhib: 1; RGS4 act: inactive; KCNK9 inh: inactive; KCNK3 inh: inactive; KCNQ1 act: inactive; DYRK1A inh: 7; KCNQ1 inh: inactive

Results for CC(=O)CCCCn1cnc2c1c(=O)n(C)c(=O)n2C ?
hERG rescue: -4; PolyA inh: inactive; GSK3 alpha inh: -1; HDAC3 inhib: 2; GSK3beta inhib: 4; RGS4 act: inactive; KCNK9 inh: inactive; KCNQ1 act: inactive; KCNQ1 inh: inactive

What do the screens show for `COCCC(=O)N1CCC(Oc2ccc(C(=O)N3CCCCC3COC)cc2)CC1` (centres undefined)?
hERG rescue: -5; PolyA inh: inactive; GSK3 alpha inh: -1; HDAC3 inhib: -3; GSK3beta inhib: -2; RGS4 act: inactive; KCNK9 inh: inactive; KCNK3 inh: inactive; KCNQ1 act: inactive; DYRK1A inh: -3; KCNQ1 inh: inactive

How did COC(=O)c1cccc(S(=O)(=O)N2CCN(c3nc4ccccc4s3)CC2)c1 do in these assays?
hERG rescue: -10; PolyA inh: inactive; GSK3 alpha inh: -1; HDAC3 inhib: 1; GSK3beta inhib: 0; RGS4 act: inactive; KCNK9 inh: inactive; KCNK3 inh: inactive; KCNQ1 act: inactive; DYRK1A inh: 4; KCNQ1 inh: inactive

What do the screens show for `CCOC(=O)c1cccc(NC(=O)CSc2nncn2-c2ccccn2)c1`?
hERG rescue: -9; PolyA inh: inactive; GSK3 alpha inh: 0; HDAC3 inhib: 0; GSK3beta inhib: -1; RGS4 act: inactive; KCNK9 inh: inactive; KCNK3 inh: inactive; KCNQ1 act: inactive; DYRK1A inh: 1; KCNQ1 inh: inactive

What do the screens show for `Cc1cc(C)n2ncc(C(=O)NCc3ccc(Cl)cc3)c2n1`?
hERG rescue: -12; PolyA inh: inactive; GSK3 alpha inh: 5; HDAC3 inhib: 3; GSK3beta inhib: 1; RGS4 act: inactive; KCNK9 inh: inactive; KCNK3 inh: inactive; KCNQ1 act: inactive; DYRK1A inh: 2; KCNQ1 inh: inactive

What do the screens show for `Cc1cc(C)c[n+](-c2nc3ccccc3nc2[N-]S(=O)(=O)c2ccc(Cl)cc2)c1`?
hERG rescue: -5; PolyA inh: inactive; GSK3 alpha inh: -2; HDAC3 inhib: 7; GSK3beta inhib: -1; RGS4 act: inactive; KCNK9 inh: inactive; KCNK3 inh: inactive; KCNQ1 act: inactive; DYRK1A inh: 1; KCNQ1 inh: inactive

Results for CCOC(=O)c1ccc(NC(=O)CCS(=O)(=O)c2ccc(Br)s2)cc1 ?
hERG rescue: -9; PolyA inh: inactive; GSK3 alpha inh: 0; HDAC3 inhib: -12; GSK3beta inhib: 2; RGS4 act: inactive; KCNK9 inh: inactive; KCNK3 inh: inactive; KCNQ1 act: inactive; DYRK1A inh: 4; KCNQ1 inh: inactive

What do the screens show for `CCOc1ccc(NC(=O)CC2C(=O)N(c3ccccc3)C(=O)N2Cc2ccco2)cc1` (centres undefined)?
hERG rescue: -17; PolyA inh: inactive; GSK3 alpha inh: -1; HDAC3 inhib: 0; GSK3beta inhib: -1; RGS4 act: inactive; KCNK9 inh: inactive; KCNK3 inh: inactive; KCNQ1 act: inactive; KCNQ1 inh: inactive

How did CCOc1ccc(CN2CCNC(=O)C2CC(=O)NC2CCCCCC2)cc1 (centres undefined) do in these assays?
hERG rescue: -9; PolyA inh: inactive; GSK3 alpha inh: 0; HDAC3 inhib: 9; GSK3beta inhib: -2; RGS4 act: inactive; KCNK9 inh: inactive; KCNK3 inh: inactive; KCNQ1 act: inactive; DYRK1A inh: -6; KCNQ1 inh: inactive

Results for COc1ccc(/C=C2\CCC(C3CCCC3)C2=O)cc1 (centres undefined) ?
hERG rescue: -3; PolyA inh: inactive; GSK3 alpha inh: 0; HDAC3 inhib: -5; GSK3beta inhib: 2; RGS4 act: inactive; KCNK9 inh: inactive; KCNK3 inh: inactive; KCNQ1 act: inactive; DYRK1A inh: -1; KCNQ1 inh: inactive

What do the screens show for `COc1ccc2c(c1)CC/C(=C\C=C\c1ccccc1)C2=O`?
hERG rescue: -8; PolyA inh: inactive; GSK3 alpha inh: 0; HDAC3 inhib: 4; GSK3beta inhib: 6; RGS4 act: inactive; KCNK9 inh: inactive; KCNK3 inh: inactive; KCNQ1 act: inactive; DYRK1A inh: 10; KCNQ1 inh: inactive

Results for COc1cc(/C=N/NC(=O)c2ccccc2)ccc1OS(=O)(=O)c1ccccc1 ?
hERG rescue: -11; PolyA inh: inactive; GSK3 alpha inh: -1; HDAC3 inhib: 3; GSK3beta inhib: 1; RGS4 act: inactive; KCNK9 inh: inactive; KCNK3 inh: inactive; KCNQ1 act: inactive; DYRK1A inh: 1; KCNQ1 inh: inactive

How did COc1ccc2nc(Nc3nc(CSc4nnc(C)s4)cc(=O)[nH]3)nc(C)c2c1 do in these assays?
hERG rescue: -2; PolyA inh: inactive; GSK3 alpha inh: -1; HDAC3 inhib: 0; GSK3beta inhib: 5; RGS4 act: inactive; KCNK9 inh: inactive; KCNQ1 act: inactive; KCNQ1 inh: inactive

Results for Cc1ccc(S(=O)(=O)Nc2c(C)cc(C)nc2Cl)cc1 ?
hERG rescue: -7; PolyA inh: inactive; GSK3 alpha inh: 0; HDAC3 inhib: -2; GSK3beta inhib: 2; RGS4 act: inactive; KCNK9 inh: inactive; KCNK3 inh: inactive; KCNQ1 act: inactive; DYRK1A inh: -2; KCNQ1 inh: inactive

Results for Cc1cc(C)c(NC(=O)CN2CCN(C)CC2)c(C)c1 ?
hERG rescue: -9; PolyA inh: inactive; GSK3 alpha inh: -1; HDAC3 inhib: 4; GSK3beta inhib: 4; RGS4 act: inactive; KCNK9 inh: inactive; KCNK3 inh: inactive; KCNQ1 act: inactive; DYRK1A inh: 8; KCNQ1 inh: inactive

Results for CCc1ccccc1NC(=O)Cn1nnc(C(=O)NCc2cccs2)c1N ?
hERG rescue: -11; PolyA inh: inactive; GSK3 alpha inh: 0; HDAC3 inhib: 1; GSK3beta inhib: -6; RGS4 act: inactive; KCNK9 inh: inactive; KCNK3 inh: inactive; KCNQ1 act: inactive; DYRK1A inh: -1; KCNQ1 inh: inactive

How did COc1ccc(CCN2C(=O)NC(NS(=O)(=O)c3ccc(N)cc3)(C(F)(F)F)C2=O)cc1OC (centres undefined) do in these assays?
hERG rescue: 1; PolyA inh: inactive; GSK3 alpha inh: -1; HDAC3 inhib: -5; GSK3beta inhib: 4; RGS4 act: inactive; KCNK9 inh: inactive; KCNK3 inh: inactive; KCNQ1 act: inactive; DYRK1A inh: -6; KCNQ1 inh: inactive

What do the screens show for `Cc1ccc(NC(=O)CN2C(=O)NC3(CCC(C)CC3)C2=O)c(Cl)c1` (centres undefined)?
hERG rescue: -5; PolyA inh: inactive; GSK3 alpha inh: 2; HDAC3 inhib: -6; GSK3beta inhib: 2; RGS4 act: inactive; KCNK9 inh: inactive; KCNK3 inh: inactive; KCNQ1 act: inactive; DYRK1A inh: -1; KCNQ1 inh: inactive

What do the screens show for `CCc1ccc(C(=O)c2oc3nc(C)cc(C)c3c2N)cc1`?
hERG rescue: -7; PolyA inh: inactive; GSK3 alpha inh: -1; HDAC3 inhib: 3; GSK3beta inhib: 5; RGS4 act: inactive; KCNK9 inh: inactive; KCNK3 inh: inactive; KCNQ1 act: inactive; DYRK1A inh: -7; KCNQ1 inh: inactive

How did Cc1cc(F)ccc1NCc1cccnc1 do in these assays?
hERG rescue: -10; PolyA inh: inactive; GSK3 alpha inh: -1; HDAC3 inhib: 2; GSK3beta inhib: 0; RGS4 act: inactive; KCNK9 inh: inactive; KCNK3 inh: inactive; KCNQ1 act: inactive; DYRK1A inh: -2; KCNQ1 inh: inactive

How did O=C(Cc1ccc([N+](=O)[O-])cc1)N1CCCCCC1 do in these assays?
hERG rescue: -9; PolyA inh: inactive; GSK3 alpha inh: 0; HDAC3 inhib: -1; GSK3beta inhib: 1; RGS4 act: inactive; KCNK9 inh: inactive; KCNK3 inh: inactive; KCNQ1 act: inactive; DYRK1A inh: -4; KCNQ1 inh: inactive

Results for CC(C)(C)SCCNC(=O)/C=C/c1ccc([N+](=O)[O-])cc1 ?
hERG rescue: -8; PolyA inh: inactive; GSK3 alpha inh: 0; HDAC3 inhib: -12; GSK3beta inhib: -1; RGS4 act: inactive; KCNK9 inh: inactive; KCNK3 inh: inactive; KCNQ1 act: inactive; DYRK1A inh: -3; KCNQ1 inh: inactive

Some of the compounds tested; the hit share may differ from the screen's.
